# Compound activity (PubChem BioAssay)
# FUS yeast rescue: FUS proteinopathy suppression in yeast; S. cerevisiae FUS-expressing, growth rescue, OD600, 24 h; Potency, µM (series often up to 76.6 µM), for inactives: top-dose growth rescue (activation), most hits filed as activators; actives 0.24% (n = 390,000);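 note: plate controls were DMSO vehicle for no effect and reference control for full effect; nearly all actives have a fitted effect of over 55% in size; some results filed as inactive show a strong effect at the top dose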
#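 Steps: raffinose overnight preculture; dilution to OD 0.005 in 2% galactose minimal medium; compound addition (concentration series); 24hr at 30C, 99% humidity; absorbance read at 600 nm.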
# Abeta yeast res: restores growth of yeast expressing A-beta42 peptide; yeast expressing A-beta42, growth rescue, OD600, 48 h; response scale: 0% DMSO, 100% iron-clioquinol control; Potency, µM (doses to about 46.1 µM), for inactives: at the top dose growth rescue, most hits filed as activators; actives 0.063% (n = 410,000); AID 1347071; note: nearly all actives have a fitted effect of over 55% in size
#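 Growth rescue measured by 600 nm absorbance after 48 h yeast culture at 30 C with compound. Values normalized between DMSO and an equimolar ferric chloride plus clioquinol control.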
# * hit, by the source's call; ? = inconclusive; [ ] = another dose, or the depositor's remark. Calls come from the whole dose curve; as a rule, active = well fitted activation curve with a large enough effect; inconclusive = small, poorly fitted or top-dose-only effect; inactive = no such curve, though single readings can be large or run the other way. Potency is the fitted concentration of half-maximal effect. These rows are one share of the data (hit frequency here may not be typical).
SMILES,FUS yeast rescue,Abeta yeast res
O=C(NCc1cccs1)c1ccc(Cn2c(SCc3ccc(F)cc3)nc3cccnc32)cc1,4.5%,4.2%
O=S(=O)(c1ccc(Cl)cc1Cl)n1ccnc1,-9.1%,-8.1%
COc1cccc(N2CCN(C(=O)c3cnc4c(-c5ccc(F)cc5)c(C)nn4c3C)CC2)c1,?,11.9%
Cc1cccc(CCNC(=O)Cn2ncc3c(=O)oc4ccccc4c32)c1,-19.9%,-11.6%
NC(=O)c1cc(S(=O)(=O)N2CCN(c3ccc(F)cc3)CC2)cs1,-5.3%,-13.2%
CCCc1cc(=O)n2[nH]c(NCc3ccc(CC)cc3)nc2n1,-11.6%,-16.8%
Cc1nc(-c2ccc(Cl)cc2)sc1CCNC(=O)C(=O)Nc1ccccc1C#N,-21.6%,-7.6%
COc1ccc(Cl)cc1NC(=O)CSc1nnc2[nH]c(=O)cc(-c3ccccc3)n12,-4.2%,2.9%
Oc1c(C(c2ccccc2Cl)N2CCN(Cc3ccccc3)CC2)sc2nc(-c3ccco3)nn12 (stereo not drawn),15.0%,-10.6%
COc1ccc(CNC(=O)CCc2cn(Cc3cc(C)ccc3C)c3ccccc23)cc1OC,18.5%,-0.8%
Cc1ccc(S(=O)(=O)c2cn(Cc3ccc(F)cc3)c3cc(F)c(F)cc3c2=O)cc1,4.8%,-7.0%
Cc1cc(C)cc(NC(=O)c2cc(S(=O)(=O)N3CCCCCC3)cn2C)c1,4.5%,-8.3%
Cc1ccc(CNC(=O)C2CCN(S(=O)(=O)c3ccc(F)cc3)CC2)cc1,23.3%,-9.8%
CCOc1ccc(-n2c(SCc3nc(-c4ccccc4C)no3)nnc2-c2ccccc2)cc1,-18.4%,-9.3%
COc1cc(OC)c(NC(=O)CCn2cccn2)cc1Cl,-12.5%,6.7%
COc1ccc(-c2nc3scc(CCNS(=O)(=O)c4c(C)noc4C)n3n2)cc1OC,26.6%,-8.6%
CC(C)c1ccc(NC(=O)CN(C)S(=O)(=O)c2ccc3c(c2)c(=O)n(C)c(=O)n3C)cc1,-10.4%,-4.7%
CCOC(=O)c1c(-c2ccc(C)cc2)csc1NC(=O)c1cc(=O)c2cc(C)c(C)cc2o1,-21.2%,1.5%
CCc1ccccc1NS(=O)(=O)c1ccc2oc(=O)c3ncn(C)c3c2c1,7.9%,-12.5%
Cc1ccccc1OC(=O)c1snnc1C,-0.4%,-5.3%
CCOc1ccccc1NC(=O)Cn1c(=O)n(CCC(=O)NCc2ccc3c(c2)OCO3)c(=O)c2ccccc21,11.1%,-11.4%
Cc1ccc(CNC(=O)c2ccc3nc(N4CCCCC4)sc3c2)cc1,4.4%,-11.3%
Cc1cc(Cl)ccc1NC(=O)CN1C(=O)COc2ccc(S(=O)(=O)Nc3ccccc3)cc21,45.5%,-11.4%
Cc1ccc(Nc2nnc(-c3ccc(C)c(S(=O)(=O)N4CCN(C)CC4)c3)c3ccccc23)cc1,-2.1%,-9.9%
CCc1cccc(C)c1NC(=O)CN1CCCN(Cc2ccccc2Cl)S1(=O)=O,-3.5%,-3.6%
Cc1ccc(CNC(=O)CCc2nc3cccnc3n2Cc2ccccc2)cc1,6.4%,-12.7%
O=c1c2oc3ccccc3c2n(Cc2ccccc2)c(=O)n1Cc1ccco1,-5.1%,-14.0%
O=C(OCC1CCCO1)c1ccc2c(c1)N(Cc1ccc(F)cc1)C(=O)c1ccccc1S2(=O)=O (stereo not drawn),31.8%,-1.4%
COc1ccc(Cl)cc1NC(=O)Cn1c(=O)oc2cc(S(=O)(=O)N3CCCCCC3)ccc21,-5.1%,-11.3%
O=C(c1nc(-c2ccc(Cl)cc2)n2c1CCCCC2)N1CCN(c2ccccc2F)CC1,42.5%,-33.3%[inhibitor]
COc1ccc(C2C(C(=O)Nc3ccc(Cl)cc3)=C(C)Nc3nc(SCc4cccc(C)c4)nn32)cc1OC (stereo not drawn),-11.7%,1.7%
Fc1ccc(Nc2nc(-c3ccc(F)cc3)c3c(n2)-c2ccccc2OC3)cc1,-8.8%,-16.7%
CCN1CCN(C(c2ccc(SC)cc2)c2c(O)cc(C)n(CCOC)c2=O)CC1 (stereo not drawn),25.4%,1.3%
Cc1c(-c2nc(-c3ccccc3F)no2)nnn1-c1cc(F)ccc1F,-20.6%,-18.1%
COc1ccc2c(CNC3CCC(C)CC3)c(C(=O)O)n(Cc3ccc(F)cc3)c2c1 (stereo not drawn),42.0%,3.8%
COc1ccc(-c2cc(C(=O)Nc3sc4c(c3C#N)CCCC4)no2)cc1OC,-4.4%,-2.7%
CCOC(=O)c1nnc2c(-c3ccc(Cl)cc3)c(C)nn2c1C,-3.5%,-25.7%
COc1ccc(-c2nc(CSCC(=O)N3CCN(c4cc(Cl)ccc4C)CC3)c(C)o2)cc1,?,-20.6%
COc1ccccc1Cc1nc2ccccc2nc1SCC(=O)Nc1ccccc1C(F)(F)F,2.1%,-8.9%
CCCCOc1cccc(C(=O)N(Cc2ccc(Cl)cc2)C2CCS(=O)(=O)C2)c1 (stereo not drawn),?,-5.8%
Cn1c(C(=O)NCCc2ccccc2)cc2sc(Cl)cc21,-10.7%,-16.3%
Cc1ccc(OCC(=O)Nc2nc(-c3ccc(Br)cc3)ns2)cc1C,-2.4%,-8.8%
CCc1ccccc1NC(=O)CCCN1C(=O)CCn2nc(-c3cn(C)c4ccccc34)cc21,-7.3%,-15.0%
Cc1cn(C)c(CC(=O)N2CCN(c3cccc(C(F)(F)F)c3)CC2)c1C(=O)O,45.0%,-11.9%
O=C(CCn1c(=O)c2cccn2c2cccnc21)N1CCN(c2ccc(F)cc2)CC1,23.0%,4.3%
CC1=C(C(=O)Nc2ccc(C)cc2C)C(c2ccccc2)n2ncc(C(=O)Nc3ccccc3)c2N1 (stereo not drawn),?,7.6%
COc1cccc(OC(=O)CSc2nnc(-c3ccccc3OC)o2)c1,-8.5%,?
O=C(CSc1nc(-c2cccc(Cl)c2)nc2cc(=O)[nH]n12)Nc1ccccc1,-1.2%,-17.7%
Cc1nc2ccccn2c(=O)c1NC(=O)c1ccccc1Cl,0.4%,-13.5%
CC(=O)c1cccc(NC(=O)CSc2nc3c(c(=O)[nH]2)CCC3)c1,-3.3%,9.4%
CSc1ncc(Cl)c(C(=O)Nc2c(C(=O)Nc3cccc(Cl)c3)oc3ccccc23)n1,-6.9%,-9.2%
CN(C)c1ccc(CNC(=O)Cc2ccc(NC(=O)N3CCCCc4ccccc43)cc2)cc1,20.0%,-8.4%
COc1ccc(C(=O)Nc2ccc(OCc3cc(=O)n4ccsc4n3)cc2)cc1OC,-18.9%,-5.1%
CCOc1ccc(-c2c(C)nn3c(C)c(C(=O)NCC(C)c4ccccc4)cnc23)cc1OCC (stereo not drawn),28.2%,-40.5%[inhibitor]
Cc1cc2c(cc1S(=O)(=O)Nc1cccc(Cl)c1C)n(C)c(=O)c(=O)n2C,-7.5%,-1.1%
Cc1ccc(Cl)cc1NC(=O)Cn1c(=O)oc2cc(S(=O)(=O)N3CCCCCC3)ccc21,23.2%,-9.7%
COc1cccc2cc(-c3nc4ccc(C)cc4[nH]3)c(=O)oc12,0.7%,-12.5%
CCc1ccc(OCC(=O)Nc2cc(-c3ccc(C)cc3)no2)cc1,-18.6%,-7.8%
CCc1cccc(NC(c2ccccc2)c2nnc(-c3ccccc3F)o2)c1 (stereo not drawn),?,-34.0%[inhibitor]
CN(C1CCCCC1)S(=O)(=O)c1ccc2c(c1)c(=O)c(C(=O)N1CCN(c3ccc(F)cc3)CC1)cn2C,14.1%,0.2%

# Part of the list above, reformatted:
# Sequence of screens – FUS yeast rescue | Abeta yeast res
Cc1ccc(CNC(=O)CCc2nc3cccnc3n2Cc2ccccc2)cc1
 : 6.4% | -12.7%
CCc1cccc(C)c1NC(=O)CN1CCCN(Cc2ccccc2Cl)S1(=O)=O
 : -3.5% | -3.6%

# Reformatted: entries from further up.
# Results follow in this order: FUS yeast rescue	Abeta yeast res
COc1ccc(-c2nc(CSCC(=O)N3CCN(c4cc(Cl)ccc4C)CC3)c(C)o2)cc1
→ ?	-20.6%
COc1ccccc1Cc1nc2ccccc2nc1SCC(=O)Nc1ccccc1C(F)(F)F
→ 2.1%	-8.9%
CCCCOc1cccc(C(=O)N(Cc2ccc(Cl)cc2)C2CCS(=O)(=O)C2)c1 (stereo not drawn)
→ ?	-5.8%
Cn1c(C(=O)NCCc2ccccc2)cc2sc(Cl)cc21
→ -10.7%	-16.3%
Cc1ccc(OCC(=O)Nc2nc(-c3ccc(Br)cc3)ns2)cc1C
→ -2.4%	-8.8%
CCc1ccccc1NC(=O)CCCN1C(=O)CCn2nc(-c3cn(C)c4ccccc34)cc21
→ -7.3%	-15.0%
Cc1cn(C)c(CC(=O)N2CCN(c3cccc(C(F)(F)F)c3)CC2)c1C(=O)O
→ 45.0%	-11.9%
O=C(CCn1c(=O)c2cccn2c2cccnc21)N1CCN(c2ccc(F)cc2)CC1
→ 23.0%	4.3%
CC1=C(C(=O)Nc2ccc(C)cc2C)C(c2ccccc2)n2ncc(C(=O)Nc3ccccc3)c2N1 (stereo not drawn)
→ ?	7.6%
COc1cccc(OC(=O)CSc2nnc(-c3ccccc3OC)o2)c1
→ -8.5%	?
O=C(CSc1nc(-c2cccc(Cl)c2)nc2cc(=O)[nH]n12)Nc1ccccc1
→ -1.2%	-17.7%
Cc1nc2ccccn2c(=O)c1NC(=O)c1ccccc1Cl
→ 0.4%	-13.5%
CC(=O)c1cccc(NC(=O)CSc2nc3c(c(=O)[nH]2)CCC3)c1
→ -3.3%	9.4%
CSc1ncc(Cl)c(C(=O)Nc2c(C(=O)Nc3cccc(Cl)c3)oc3ccccc23)n1
→ -6.9%	-9.2%
CN(C)c1ccc(CNC(=O)Cc2ccc(NC(=O)N3CCCCc4ccccc43)cc2)cc1
→ 20.0%	-8.4%
COc1ccc(C(=O)Nc2ccc(OCc3cc(=O)n4ccsc4n3)cc2)cc1OC
→ -18.9%	-5.1%
CCOc1ccc(-c2c(C)nn3c(C)c(C(=O)NCC(C)c4ccccc4)cnc23)cc1OCC (stereo not drawn)
→ 28.2%	-40.5%[inhibitor]
Cc1cc2c(cc1S(=O)(=O)Nc1cccc(Cl)c1C)n(C)c(=O)c(=O)n2C
→ -7.5%	-1.1%
Cc1ccc(Cl)cc1NC(=O)Cn1c(=O)oc2cc(S(=O)(=O)N3CCCCCC3)ccc21
→ 23.2%	-9.7%
COc1cccc2cc(-c3nc4ccc(C)cc4[nH]3)c(=O)oc12
→ 0.7%	-12.5%

# Next part:
SMILES,FUS yeast rescue,Abeta yeast res
Cc1ccc2nc(-c3cccc(NC(=O)c4cccc5c(Cl)cccc45)c3)oc2c1,-0.4%,-3.3%
CCOC(=O)c1ccccc1NC(=O)N1CCc2c(sc(C)c2CC)C1c1ccccc1 (stereo not drawn),-16.8%,-11.5%
Cc1cccc(C)c1NC(=O)C(NS(=O)(=O)c1ccc2c(c1)CCC(=O)N2)c1ccccc1 (stereo not drawn),5.8%,-11.9%
CSc1ccc(-c2nc3cccc(C)n3c2Nc2ccc3c(c2)OCO3)cc1,?,13.7%
Cc1ccc2oc(C(=O)Nc3ccc(S(=O)(=O)N4CCCCC4C)cc3)cc(=O)c2c1 (stereo not drawn),-4.1%,4.1%
COc1ccc(S(=O)(=O)N(CC(=O)NCc2ccc(C)cc2)c2ccc(Cl)cc2)cc1,-5.9%,-5.8%
COc1cccc(N2CCN(C(=O)Cn3ncc4c(=O)oc5ccccc5c43)CC2)c1,-17.6%,3.0%
CCn1c(=O)c2cc(C(=O)N3CCN(c4cccc(Cl)c4)CC3)sc2c2ccccc21,2.2%,-2.6%
Cc1ccc(NS(=O)(=O)c2cc(-c3cc(C)no3)ccc2C)c(Cl)c1,-1.7%,-1.6%
COc1ccc(-c2cn3nc(N4CCC(C(=O)Nc5cc(Cl)ccc5C)CC4)sc3n2)cc1,3.9%,2.3%
COc1ccc(C(=O)Nc2ccccc2-c2nc3ccccc3s2)c(OC)c1,-14.3%,-17.9%
Cc1ccc(Cn2c(C)c(CNCCCc3ccccc3)c(C(=O)O)c2C)cc1,24.2%,7.0%
COc1cc(NC(=O)c2cc(C)nc3c2c(C)nn3-c2ccccc2Cl)cc(OC)c1,?,17.5%
CCC(=O)N1CCc2cc(CNC(=O)c3ccccc3C)ccc21,-4.5%,-4.0%
Cc1cccc(NC(=O)CSc2nc(=O)n(Cc3ccncc3)c3c2CCC3)c1C,1.6%,-5.7%
Cc1cc(NC(=O)NCc2ccc3c(c2)CCN3C(=O)c2ccccc2)ccc1Br,-18.0%,-13.3%
COc1ccc2c(C)c(CC(=O)NCc3ccccc3Cl)c(=O)oc2c1OC,17.8%,-15.6%
CCc1ccccc1NC(=O)Cn1nnc(C(=O)NCc2ccccc2Cl)c1N,31.3%,-18.3%
COc1ccc(-c2noc(CCC(=O)N(C)c3ccccc3C)n2)cc1,9.1%,2.6%
Cc1nn(C)c2c1c(C(F)(F)F)cc(=O)n2CC(=O)Nc1ccc(F)cc1F,-14.7%,-12.9%
COc1ccc(CC(=O)NCCc2sc(-c3ccc(Cl)cc3)nc2C)cc1OC,19.2%,-10.9%
